Diaphorase inh: counter-screen for diaphorase-based assays: diaphorase inhibitors and chemical oxidizers; diaphorase resazurin-to-resorufin fluorescence, NADH, 16 min; bacterial (C. kluyveri) enzyme, not human; inhibition, % at 20 µM; 0.69% of 190,000 active; AID 1217;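 active = primary screen inhibition at 20 µM above a set limit, cut at about 50% in these data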;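 also: plate controls were DMSO with full reaction for no effect and wells lacking NADH for full effect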
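Test system: Clostridium kluyveri diaphorase enzyme / Quantity: diaphorase at 0.14 U/mL in enzyme working solution / Incubation: 16-min room-temperature incubation before reading / Benchmarks: NADH-free wells as positive control, DMSO-only neutral wells / Signal: resorufin fluorescence 544/590 nm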
TNAP inh hiacc: TNAP (human) inhibition, high acceptor | purified TNAP, CDP-star luminescence, 1 M DEA | inhibition, % at 20 µM | 0.03% of 200,000 active | AID 1135;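 active = over 50% inhibition of tissue-nonspecific alkaline phosphatase at 20 µM in the single-dose screen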;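 also: plate controls were DMSO wells for no effect and EDTA-quenched wells as full inhibition for full effect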
Target sequence (P05186 whole entry, looked up): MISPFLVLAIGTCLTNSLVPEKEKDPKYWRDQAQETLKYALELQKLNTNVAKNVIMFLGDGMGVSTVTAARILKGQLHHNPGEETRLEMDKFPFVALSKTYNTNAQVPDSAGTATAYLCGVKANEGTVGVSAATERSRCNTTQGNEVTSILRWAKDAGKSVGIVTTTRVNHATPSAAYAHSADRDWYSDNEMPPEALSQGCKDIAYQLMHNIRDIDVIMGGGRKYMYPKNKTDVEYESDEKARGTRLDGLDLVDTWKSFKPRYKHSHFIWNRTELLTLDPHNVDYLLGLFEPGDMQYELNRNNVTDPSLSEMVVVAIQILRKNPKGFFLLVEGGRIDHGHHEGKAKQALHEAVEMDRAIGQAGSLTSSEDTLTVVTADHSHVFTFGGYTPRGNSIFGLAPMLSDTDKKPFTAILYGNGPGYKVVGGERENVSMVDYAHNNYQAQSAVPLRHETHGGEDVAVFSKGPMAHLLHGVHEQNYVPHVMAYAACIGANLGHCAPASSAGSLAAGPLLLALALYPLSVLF
FLuc stim CS: affects firefly luciferase, flagging false hits in luciferase stimulation screens; ATPlite luciferase biochemical, luminescence, 10 min; 0 = ATP-free wells, 1 = DMSO control; 200,000 tested, under 10 active; activation factor at 10 µM; P08659;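 active = luciferase activation factor, scaled between plate controls, of at least 2 with compound at 10 µM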
Target sequence (P08659 whole entry, looked up): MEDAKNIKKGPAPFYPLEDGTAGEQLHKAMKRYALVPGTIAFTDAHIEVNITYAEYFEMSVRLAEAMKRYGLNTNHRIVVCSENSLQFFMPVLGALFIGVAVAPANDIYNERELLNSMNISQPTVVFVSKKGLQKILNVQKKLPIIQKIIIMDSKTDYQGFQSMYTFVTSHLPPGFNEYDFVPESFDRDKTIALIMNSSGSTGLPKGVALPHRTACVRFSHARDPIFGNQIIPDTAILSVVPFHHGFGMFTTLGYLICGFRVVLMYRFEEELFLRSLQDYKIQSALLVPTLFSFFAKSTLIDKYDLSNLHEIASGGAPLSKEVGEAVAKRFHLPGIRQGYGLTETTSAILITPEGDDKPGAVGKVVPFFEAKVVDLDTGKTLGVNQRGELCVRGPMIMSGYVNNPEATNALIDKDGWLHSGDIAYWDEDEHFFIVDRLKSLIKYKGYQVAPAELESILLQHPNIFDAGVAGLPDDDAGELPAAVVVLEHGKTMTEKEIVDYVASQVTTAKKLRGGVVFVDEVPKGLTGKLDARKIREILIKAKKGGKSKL
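Material: Luciferase/luciferin reagent mix | Doses: Test compounds dosed from 2 mM stocks in 100% DMSO | Timing: 10 min incubation after luciferase reagent addition, room temperature | Measured by: Luminescence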
PMI activator: phosphomannose isomerase (human) activation | P34949 | purified human PMI, coupled resazurin fluorescence, 20 min; stronger effect = higher value; 1 = vehicle control, 0 substrate-free wells | activation factor at 20 µM | 0.005% of 190,000 active | AID 1214;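 active = activation factor of 2 or more at 20 µM, relative to plate controls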
Diaphorase act: counter-screen for diaphorase-based assays: diaphorase activators and chemical reducers. Diaphorase/resazurin coupled assay, resorufin fluorescence, 16 min; stronger effect = higher value; 1 = vehicle wells, 0 = NADH-free wells. activation factor at 20 µM. 0.005% of 190,000 active. AID 1229;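 active = diaphorase activity raised at least twofold by the compound at 20 µM; inactive = activation factor below 2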
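Material: Clostridium kluyveri diaphorase, purified enzyme; Quantity: enzyme 0.07 U/mL final; Medium: HEPES pH 7.4 buffer with MgCl2 and Tween 20; Dosing: single compound dose of 20 µM, 1% DMSO final; Schedule: 16 min reaction at room temperature; Measured by: red resorufin fluorescence at 544/590 nm excitation/emission.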
G6PDH CS: counter-screen for G6PDH assay hits: L. mesenteroides G6PDH inhibition; Purified L. mesenteroides G6PDH, diaphorase/resazurin coupled fluorescence, 45 min; inhibition, % at 5 µM; 0.12% of 200,000 active; in the data active = inhibition above about 50%
Efa HMGR inh: E. faecalis class II HMG-CoA reductase inhibition. purified E. faecalis HMGR, NADPH absorbance 340 nm kinetic. inhibition, % at 10 µM. 0.41% of 190,000 active. AID 1066;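 active = inhibition above a set limit, the median over all tested compounds plus 3 SD, cut at about 9.5% in these data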;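 also: enzyme runs in reverse so mevalonate oxidation gives rising NADPH absorbance; 0% = complete reaction with DMSO and 100% = background rate lacking mevalonate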
PMI act hi M6P: activators of human phosphomannose isomerase at near-saturating mannose 6-phosphate; P34949; coupled PMI enzyme assay, resazurin fluorescence, 20 min; stronger effect = higher value; 1 = untreated enzyme, 0 = substrate-free blank; activation factor at 20 µM; 0.34% of 190,000 active; AID 1216;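 active = activation factor of 2 or more at 20 µM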
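test system = human PMI in coupled enzyme assay | medium = HEPES-buffered pH 7.4 with magnesium and detergent | also added = 1.0 mM mannose-6-phosphate substrate with 0.22 mM NADP+ | compound = 20 µM single dose | times = 20 min incubation at room temperature | measured by = resorufin fluorescence (Ex 544/Em 590 nm) from resazurin via diaphorase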
TNAP act hiacc: activators of human TNAP at high phosphate acceptor concentration; P05186; purified TNAP, CDP-star luminescence, 1 M DEA, 30 min; stronger effect = higher value; 0 = EDTA background, 1 = DMSO-only activity; activation factor at 20 µM; 200,000 tested, under 10 active;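 active = activation factor at least 2 at 20 µM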
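Assay system: human TNAP; Input: enzyme diluted 1/800 final; Reagent: CDP-star luminogenic substrate at 100 µM final; Timing: 30 min, room temperature; Signal: luminescence; Evaluation: TNAP activation factor scaled between EDTA and DMSO control wells.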
TNAP inh noacc: TNAP (human) inhibition, acceptor-free conditions | P05186 | purified TNAP, CDP-star luminescence, 30 min | inhibition, % at 20 µM | 0.26% of 200,000 active;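 active = tissue-nonspecific alkaline phosphatase inhibition above about 50% at 20 µM in the single-dose screen, limit read from the data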;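 also: 0% = DMSO negative control and 100% = EDTA positive control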
* marks the source's active call; other numbers are inactive results; · = no result given.

entry	Molecule	Diaphorase inh	TNAP inh hiacc	FLuc stim CS	PMI activator	Diaphorase act	G6PDH CS	Efa HMGR inh	PMI act hi M6P	TNAP act hiacc	TNAP inh noacc
1	O=C(NC(=S)N(Cc1ccccc1)c1ccccn1)C1CC1	28.9	-1.5	1	0.9	0.7	20.1	-5.9	1.1	1	-12.9
2	Cn1c(/N=C/c2cc(Cl)ccc2O)nc2ccccc21	46.9	-6.0	1	0.7	0.5	7.7	-1.9	0.5	1.1	-12.9
3	CC(C)(C)NC(=O)CSc1nccn1Cc1ccccc1	3.8	-5.5	1.1	1	1	-0.4	1.7	1	1.1	-12.5
4	c1cc2ccc3ccc(-n4cnnn4)c4ccc(c1)c2c34	-1.7	1.3	1.1	1	1	7.3	-4.7	1	1	-12.5
5	O=C(CSc1cccc[n+]1[O-])Nc1ccc2c(c1)OCCO2	8.7	-6.5	1.1	1.1	0.9	2.7	1.9	1.1	1.1	-14.7
6	FCCCOc1ccc(-c2nccc(-c3ccc(F)cc3)n2)cc1	3.2	-0.3	1	0.9	1	-17.5	-0.2	0.9	1	-7.8
7	Cc1ccc(NC(=O)COC(=O)C2CC2C)c(S(=O)(=O)N2CCCCC2)c1 (stereo unspecified)	16.7	-3.1	1.1	1	0.8	7.2	-1.9	0.9	1	4.2
8	O=C(c1cc(COc2ccc(F)cc2F)on1)N1CCCC(c2ccccc2)C1 (stereo unspecified)	8.0	-3.7	1.1	1	0.9	2.6	-0.9	1	1	-3.5
9	COc1nnc(-c2ccc(N3CCOCC3)c(NC(=O)c3ccccc3)c2)c2ccccc12	28.0	-4.5	1.1	0.9	0.7	1.8	0.2	0.9	1	-11.2
10	Cn1c(Cl)c(/C=N/OC(=O)c2ccccc2Cl)c2ccccc21	-0.9	-3.9	0.7	1	1	-13.8	-0.9	1	1	8.5
11	COc1ccc(C(=O)/C=C/Nc2c(C)n(C)n(-c3ccccc3)c2=O)c(OC)c1	12.7	-2.5	1	1.1	0.9	-6.9	-3.0	0.9	1	-7.2
12	CC(C)OC(=O)Cn1cnc2ccc(Br)cc2c1=O	26.5	-8.7	1	0.9	0.7	7.2	0.4	0.9	1.1	-11.8
13	O=S(=O)(Nc1ccc2c(c1)OCCO2)c1ccc(F)cc1	9.5	-2.6	1	1	0.9	8.8	-3.4	1	1	-15.7
14	CCN(CC)S(=O)(=O)c1ccc(NC(=O)C2CCCO2)cc1 (stereo unspecified)	12.4	-1.5	1.1	1	0.9	1.2	-3.7	0.9	1	-7.7
15	C/C(=N\NC(=O)c1ccc(COc2ccccc2)cc1)c1ccncc1	-6.9	-2.6	1	1.1	1.1	-0.9	-5.9	1	1	-10.1
16	O=S(=O)(c1ccc(F)cc1)N1CCC(N2CCCC2)CC1	15.0	-1.2	1.1	0.9	0.8	-4.7	-2.1	1	1	-2.7
17	Cc1sc2nc(C(C)Nc3ccccc3N3CCOCC3)[nH]c(=O)c2c1C (stereo unspecified)	27.3	-1.7	1	1	0.7	6.4	-4.2	0.7	1	-6.9
18	CC1S/C(=N/N=C/c2cccs2)NC1=O (stereo unspecified)	8.7	0.7	0.9	0.9	0.9	-13.2	2.4	0.9	1	-6.7
19	Cc1nnc(SCC(=O)Nc2ncc(Cc3ccc(F)cc3)s2)n1N	6.6	1.0	1	0.9	0.9	5.8	-5.8	1	1	-5.4
20	O=S(=O)(NCc1cccnc1)c1cccc2cccnc12	12.1	-2.8	1	0.9	0.9	0.7	-1.8	0.9	1	-9.3
21	Cc1ccc(CSCCC(=O)NCCc2ccc(Cl)cc2)cc1	11.2	-3.7	1	0.9	0.9	0.3	-1.7	0.9	1	-15.9
22	Cc1nnc(NC2(C(F)(F)F)C(=O)Nc3c2c(=O)n(C)c(=O)n3C)s1 (stereo unspecified)	15.8	-2.0	1	0.9	0.8	-5.9	1.8	0.9	1	-6.7
23	C=CCn1c(CCCOc2ccc(Cl)cc2Cl)nnc1SCC(=O)Nc1nccs1	16.8	-1.0	1	0.9	0.8	1.2	-3.4	1	1	0.4
24	Cc1ccccc1-c1n[nH]c(=S)o1	12.5	-1.1	1	1	0.9	3.9	-10.5	1.1	1	-8.1
25	CCn1c(SCc2nc3sc(C(=O)O)c(C)c3c(=O)[nH]2)nnc1-c1ccc(Cl)cc1	25.6	1.2	1	1.1	0.7	12.3	-3.1	1	1	-10.5

In another format: results already given.
2	Cn1c(/N=C/c2cc(Cl)ccc2O)nc2ccccc21
  Diaphorase inh: 46.9; TNAP inh hiacc: -6.0; FLuc stim CS: 1; PMI activator: 0.7; Diaphorase act: 0.5; G6PDH CS: 7.7; Efa HMGR inh: -1.9; PMI act hi M6P: 0.5; TNAP act hiacc: 1.1; TNAP inh noacc: -12.9

3	CC(C)(C)NC(=O)CSc1nccn1Cc1ccccc1
  Diaphorase inh: 3.8; TNAP inh hiacc: -5.5; FLuc stim CS: 1.1; PMI activator: 1; Diaphorase act: 1; G6PDH CS: -0.4; Efa HMGR inh: 1.7; PMI act hi M6P: 1; TNAP act hiacc: 1.1; TNAP inh noacc: -12.5

Next section
entry	Molecule	Diaphorase inh	TNAP inh hiacc	FLuc stim CS	PMI activator	Diaphorase act	G6PDH CS	Efa HMGR inh	PMI act hi M6P	TNAP act hiacc	TNAP inh noacc
26	CC(C)CCNCC(O)CON=C1c2ccccc2-c2ccccc21 (stereo unspecified)	-3.0	3.1	1	1	1	-18.9	-0.7	1	1	-0.9
27	CCCC(=O)N(CCN(C(=O)CCC)c1ccccc1)c1ccccc1	8.2	-1.1	1.1	1	0.9	3.6	0.7	1	1	-6.2
28	Clc1ccc(CN2CCN(/N=C/c3cccnc3)CC2)cc1	-6.1	-0.1	1	0.1	1.1	11.1	-0.2	1	1	-19.8
29	CC(NC(=O)C1CCCCC1)c1ccc2c(c1)OCCO2 (stereo unspecified)	12.6	-1.3	1.1	0.9	0.9	5.6	-0.1	0.9	1	-6.1
30	O=S(=O)(NCCSc1ccccn1)c1ccc(Br)cc1	0.2	-6.3	1	1	1	10.7	0.7	1	1.1	-8.2
31	CCc1nc2ccccc2c(=O)n1NC(=O)c1c(O)c2cccc3c2n(c1=O)CCC3	9.4	-1.7	1.1	0.9	0.9	-17.1	-4.1	1	1	-0.5
32	CCOc1ccc(Nc2cc(C)nc3nc(C)nn23)cc1	-11.5	-5.1	1.1	1.2	1.1	16.8	1.2	1.1	1.1	-2.1
33	C/C(=N\O)c1sc(-c2ccccc2)nc1C	8.5	-2.5	0.5	1.1	0.9	1.4	-6.9	1.1	1	-7.6
34	NC(=O)NC(=O)COC(=O)[C@H](Cc1ccccc1)NC(=O)c1cccs1	5.7	1.4	1	1	0.9	8.9	-2.7	1	1	-2.2
35	CNC(=S)NNC(=O)c1cccn(Cc2ccc(Cl)c(Cl)c2)c1=O	-1.9	0.4	1	1	1	4.8	-1.5	1	1	-4.7
36	CC(=O)c1ccc(NC(=O)C2CCCN2S(=O)(=O)c2ccc(F)cc2)cc1 (stereo unspecified)	5.1	-2.3	1	1	0.9	14.1	-4.7	1.1	1	-7.7
37	Cn1c(=O)[nH]c(=O)c2c1nc1n2CCN1Cc1ccccc1	12.7	-1.5	1	1.1	0.9	-1.8	-1.9	1.1	1	-6.7
38	COc1ccc(-c2nc(C#N)c(NCCc3ccccc3)o2)cc1	28.1	-0.1	1	0.8	0.7	6.5	-2.3	0.8	1	-5.3
39	O=C(NCCN1C(=O)S/C(=C\c2cccnc2)C1=O)c1cccc(OC(F)F)c1	17.4	-0.3	1.1	0.9	0.8	14.8	3.7	0.9	1	3.8
40	O=C(c1ccc(NC2=NC3CS(=O)(=O)CC3S2)cc1)N1CCc2ccccc2C1 (stereo unspecified)	14.6	2.0	1	0.9	0.9	-8.4	-5.6	0.9	1	-1.6
41	Cc1cccc(-n2c(=O)c(C#N)cc3c(=O)n4ccccc4nc32)c1	8.9	-0.5	1	1.1	0.9	1.3	-0.1	1	1	-16.5
42	O=C(COc1cccc2cccnc12)Nc1ccccc1	2.9	5.3	0.7	1.1	1	-3.2	-0.8	0.9	0.9	-5.7
43	Cn1c(=O)c2c(n(Cc3ccccc3)c1=O)NC(=O)C2CC(=O)NCc1cccc(Cl)c1 (stereo unspecified)	7.3	-1.6	1	0.9	0.9	7.0	-2.4	1	1	-11.7
44	Cc1ccc(SCCC(=O)Nc2cccnc2)cc1	·	-6.4	1	·	·	11.1	0.9	·	1.1	-10.0
45	COc1ccc(N2CCN(Cc3nc4ccccc4n3C)CC2)cc1	14.2	0.3	1	0.9	0.9	2.7	-0.7	0.8	1	-6.2
46	Cn1c(=O)n(CCc2ccccc2)c(=O)c2c1nc1n2CCN1Cc1ccco1	9.9	-4.3	1.1	1	0.9	1.5	-0.8	1	1	-12.5
47	CC(C)(C)c1ccc(NC(=O)COC(=O)c2ccc([N+](=O)[O-])s2)cc1	1.2	-5.2	1.1	1	1	12.5	-3.1	1	1.1	5.6
48	C/C(=N\NC(=O)c1ccc(CSc2cccc3cccnc23)cc1)C1CCCCC1	13.8	-1.9	1	1	0.9	-0.4	-1.5	1	1	-5.1
49	COc1cccc(NC(=O)c2ccccc2-c2nc(-c3ccc(Cl)cc3)no2)c1	9.3	-1.0	1	0.9	0.9	5.9	3.4	1	1	-3.5
50	C/C(=N\NS(=O)(=O)c1ccc(Cl)cc1)c1ccc(NC(=O)c2ccco2)cc1	17.0	-1.9	1.1	0.9	0.8	15.4	2.6	1	1	-27.5
51	N#Cc1cnn2c(N)c(-c3ccc(Cl)cc3)cnc12	-10.7	-4.0	1	1.1	1.1	3.5	-0.7	1.1	1	-8.3
52	COc1cc(/C=C/C(=O)OCC(=O)NC(=O)NC(C)C)ccc1OCC#N	10.7	-5.4	1	1.1	0.9	11.0	-9.4	1.1	1.1	-9.7
53	O=C(Cc1csc(Nc2nc(=S)[nH]c3ccccc23)n1)NCCCN1CCN(c2cccc(Cl)c2)CC1	14.4	-0.6	1.1	1.1	0.9	-0.9	0.9	1.1	1	-71.7
54	O=C1c2ccc3c4c(ccc(c24)C(=O)N1c1ccc2ccccc2c1)CC3	-1.5	-4.5	1	1.1	1	10.7	-3.2	1	1	-8.5
55	Cc1cccc(OCc2nnc(SCc3cc(=O)n4cc(Br)ccc4n3)o2)c1	44.2	-6.2	1	1.1	0.6	4.8	-8.3	1	1.1	-6.7
56	O=C(Cn1cccn1)c1ccccc1	7.9	-7.5	1.1	1.1	0.9	9.2	0.9	1.1	1.1	-8.6
57	O=C(COC(=O)Cc1ccc(F)cc1)Nc1cc(S(=O)(=O)N2CCOCC2)ccc1N1CCCC1	11.8	3.4	1	0.9	0.9	3.6	-0.9	1	1	-4.9

From PubChem BioAssay

No enrichment for hits (roughly 1.7% active in at least one column).
